Bioassay records deposited in PubChem by National Center for Advancing Translational Sciences (NCATS).
POLI inh: DNA polymerase iota (human) inhibition; Pol iota fluorescent replication assay, 10 min; Potency, µM (series often up to 115 µM), without a hit: at the top dose activity, negative = inhibition, actives largely listed as inhibitors; 390,000 tested, 1% active; AID 588590; note: potency is the fitted concentration of half-maximal effect
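Pol iota at 10 nM preincubated 15 min with compounds at room temperature; reaction started with fluorescent substrate, 50 nM final. Fluorescence read kinetically at 0 and 10 min; buffer-only wells as negative control.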
ERG-DNA inh: blocks human ERG Ets domain binding to DNA; P11308; fluorescence polarization, His-ERG Ets domain / labelled DNA; Potency, µM (series often up to 76.9 µM), inactives show top-dose FP activity, negative = inhibition, most hits filed as inhibitors; 370,000 tested, 0.028% active; active = well fitted inhibition curve with a large enough effect in the polarisation, with a control signal flat; inconclusive = small, poorly fitted or top-dose-only effect, or effect the other way, or a change in a side signal; inactive = no such curve, though single readings can be large or run the other way; the % refers to the polarisation;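 note: polarization taken with two DNA probes labelled with fluorescein and Texas red; potency is the fitted concentration of half-maximal effect; % of control where 0% means no effect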
Target sequence (P11308 whole entry, looked up, the tested form may be a part): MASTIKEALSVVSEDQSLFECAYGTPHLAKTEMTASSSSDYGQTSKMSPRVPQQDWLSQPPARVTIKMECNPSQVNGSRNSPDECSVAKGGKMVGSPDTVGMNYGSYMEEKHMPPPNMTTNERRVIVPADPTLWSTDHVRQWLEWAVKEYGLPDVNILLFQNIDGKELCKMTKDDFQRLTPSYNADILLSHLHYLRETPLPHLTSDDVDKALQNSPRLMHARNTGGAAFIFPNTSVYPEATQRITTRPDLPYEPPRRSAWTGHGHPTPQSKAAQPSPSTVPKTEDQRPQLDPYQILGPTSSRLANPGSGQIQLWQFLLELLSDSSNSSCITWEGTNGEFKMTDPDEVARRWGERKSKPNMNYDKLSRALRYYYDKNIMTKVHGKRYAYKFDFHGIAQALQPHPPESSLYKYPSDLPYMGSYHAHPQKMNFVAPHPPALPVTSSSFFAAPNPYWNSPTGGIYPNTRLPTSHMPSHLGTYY
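His-tagged ERG Ets domain (1 uM in the protein solution; 300mM KCl, 50mM Tris-HCl, 1mM EDTA, 1mM DTT, pH 7.5) received compound, then a probe mix of 5 nM fluorescein-DNA and 100nM Texas-615-DNA. Fluorescence polarization was read for both dyes.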
BLM inh: inhibitors of human Bloom syndrome helicase BLM; P54132; recombinant BLM DNA unwinding, fluorescence dequenching; Potency, µM (series often up to 56.1 µM), inactives show top-dose activity change, negative = inhibition, most hits filed as inhibitors; 350,000 tested, 0.2% active;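 note: potency is the fitted concentration of half-maximal effect; plate controls were vehicle for no effect and no enzyme for full effect; nearly all actives have a fitted effect of over 35% in size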
ALOX12 inh: inhibitors of human 12S-lipoxygenase ALOX12. purified 12hLO, xylenol orange hydroperoxide absorbance. Potency, µM (doses to about 108 µM), for the others: at the highest dose activity change, negative = inhibition, hits mostly inhibitors. 580,000 tested, 1.1% active; note: potency is the fitted concentration of half-maximal effect; % is set by controls: 0 for no effect and ±100 for the full control effect
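Purified human 12hLO (150 nM final) in 25 mM Hepes, 0.01% Triton X-100, pH 7.0 was preincubated 15 min at room temperature with compound. Then 40 uM arachidonic acid was added, 30 min. Hydroperoxide was read by Fe-XO absorbance ratio 573/405 nm.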
APEX1 inh: inhibitors of human APE1 endonuclease | P27695 | recombinant APE1, TAMRA/BHQ-2 abasic DNA cleavage fluorescence | Potency, µM (highest dose often 65.8 µM), for the others: at the highest dose activity change, negative = inhibition, usual class: inhibitors | 350,000 tested, 0.35% active | AID 2517;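 note: potency is the fitted concentration of half-maximal effect; plate controls were vehicle for no effect and reference inhibitor for full effect; nearly all actives have a fitted effect of over 55% in size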
Target sequence (P27695 whole entry, looked up): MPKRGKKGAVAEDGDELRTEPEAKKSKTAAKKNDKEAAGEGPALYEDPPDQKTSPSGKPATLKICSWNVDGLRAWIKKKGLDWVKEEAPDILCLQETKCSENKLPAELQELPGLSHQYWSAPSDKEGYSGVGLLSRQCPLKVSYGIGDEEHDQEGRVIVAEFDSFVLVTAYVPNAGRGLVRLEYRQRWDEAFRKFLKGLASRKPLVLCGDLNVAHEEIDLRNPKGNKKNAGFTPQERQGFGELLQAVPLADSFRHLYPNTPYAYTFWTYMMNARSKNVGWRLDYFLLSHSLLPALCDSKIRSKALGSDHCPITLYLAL
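Compound pre-exposure to 0.75 nM APE1, 15 min at ambient temperature. Reaction initiated with 50 nM TAMRA/BHQ-2 THF substrate, read immediately in kinetic mode, 525 nm excitation, 598 nm emission.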
TRHR ag: activates the human TRH receptor; activation, % at 2 µM; 360,000 tested, 0.18% active; TRHR cells, calcium flux fluo-8, FDSS agonist mode; P34981; in the data active = activation above about 30%; note: 0% is about no effect
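Agonist-mode FDSS calcium read (Ex 480/Em 530, 1 s cycles) in 1536-well TRHR cells with fluo-8 dye, after 10-cycle baseline and 23 nL compound addition; TRH at EC20 (10 nM final) added afterwards for the enhancer phase.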
POLB inh: DNA polymerase beta (human) inhibition; Potency, µM (series often up to 114 µM), for inactives: at the highest dose activity change, negative = inhibition, most hits filed as inhibitors; P06746; AID 485314; Pol beta primer extension/strand displacement, fluorescence kinetic; 340,000 tested, 1.3% active; note: potency is the fitted concentration of half-maximal effect; % is set by controls: 0 for no effect and ±100 for the full control effect
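Homogeneous kinetic assay of primer extension and strand displacement by 10 nM Pol beta, preincubated 15 min at room temperature with compound before 50 nM substrate (final) was added. Read at 0 and 10 min; four-parameter Hill fit.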
Apoferritin bind: binds horse apoferritin like a general anesthetic; P02791; apoferritin/1-aminoanthracene competitive binding, fluorescence; Potency, µM (doses to about 77.5 µM), for the others: at the top dose activity change, negative = displacement, usual class: inhibitors; 350,000 tested, 0.074% active; AID 485281; note: potency is the fitted concentration of half-maximal effect; % is set by controls: 0 for no effect and ±100 for the full control effect; nearly all actives have a fitted effect of over 20% in size
Target sequence (P02791 2-175 limits assumed): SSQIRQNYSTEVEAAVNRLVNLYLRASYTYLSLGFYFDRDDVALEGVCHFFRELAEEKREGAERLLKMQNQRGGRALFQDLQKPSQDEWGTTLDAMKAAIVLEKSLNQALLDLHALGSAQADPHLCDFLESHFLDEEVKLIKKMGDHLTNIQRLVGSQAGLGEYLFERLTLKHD
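Apoferritin-based anesthetic binding model; compound displacement of fluorescent 1-AMA measured as endpoint fluorescence after 10 minutes at room temperature, scaled to free-ligand and complex controls.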
POLK inh: blocks human DNA polymerase kappa activity; purified Pol kappa, fluorescent DNA synthesis assay, 10 min; Potency, µM (titrated, usually from 107 µM), for the others: at the top dose activity, negative = inhibition, actives largely listed as inhibitors; 400,000 tested, 0.53% active; note: potency is the fitted concentration of half-maximal effect; % is set by controls: 0 for no effect and ±100 for the full control effect
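Enzyme at 10 nM met test compounds for 15 min at room temperature. Substrate addition (50 nM final) began the reaction, which was monitored by fluorescence at 0 and 10 min.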
* marks the source's active call; other numbers are inactive results; u = inconclusive; x = not tested or not shown; & = joins results of further samples; [ ] = another dose, or the depositor's remark. Unless noted, calls come from the whole dose curve; as a rule, active = well fitted curve in the direction sought with a large enough effect; inconclusive = small, poorly fitted or top-dose-only effect, or another doubt; inactive = no such curve, though single readings can be large; an effect the other way counts as inactive or inconclusive. An excerpt; count on the stated rates, not on these rows.

SMILES | POLI inh | ERG-DNA inh | BLM inh | ALOX12 inh | APEX1 inh | TRHR ag | POLB inh | Apoferritin bind | POLK inh
CC(C)CC(=O)NC(NC(=S)Nc1sc2c(c1C#N)CCCC2)C(Cl)(Cl)Cl (stereo not drawn) | u | 0.7% | -9.5% | 11.1% | -6.5% | 0.4 | 9.8% | -19.0% | u
CCOC(=O)C1CCCN(S(=O)(=O)Cc2ccccc2Cl)C1 (stereo not drawn) | 14.3% | 3.2% | 1.6% | -0.3% | -8.0% | -0.3 | 14.8% | -8.0% | -14.9%
CCOC(=O)C1C(C#N)=C(N)OC(C)=C1c1ccncc1 (stereo not drawn) | -5.6% | 3.1% | 0.1% | u | 5.7% | 0.0 | -0.1% | -17.0% | -15.6%
COc1ccc(N2CCCn3c2nc2c3c(=O)n(Cc3ccccc3)c(=O)n2C)c(OC)c1 | 205.9%[activator] | 5.0% | -6.0% | 6.8% | -9.4% | -1.7 | -1.4% | -14.9% | -12.3%
N#CCN1CCN(CC(=O)Nc2ccc(OCc3ccccc3)cc2)CC1 | -5.9% | 1.1% | -3.7% | 0.0% | 7.7% | 0.9 | 24.0% | -19.6% | 2.9%
O=P(O)(O)c1ccccc1OCCCCCOc1ccccc1P(=O)(O)O | -21.3% | 10.8% | 4.4% | u | -6.1% | -0.7 | u | -7.5% | -37.1%
CN(C(=O)COC(=O)CNC(=O)CNC(=O)c1ccc(Cl)cc1Cl)c1ccccc1 | 62.3%[activator] | -5.9% | -4.2% | 5.2% | -8.0% | 0.2 | 2.1% | -6.5% | -5.5%
Brc1ccc(C2=Nn3c(nnc3-c3cccnc3)SC2)s1 | u | -3.8% | -1.4% | x | -2.2% | -0.1 | 0.0% | -17.5% | -6.3%
COc1cc(CN(C(=O)COc2ccccc2Cl)c2ccccn2)cc(OC)c1OC | 21.1% | 1.7% | -3.6% | -12.3% | x | -0.2 | -6.5% | 0.3% | 9.0%
CCC(=O)N1CCc2cc(Br)cc(S(=O)(=O)CCC(=O)Nc3cccc(C)c3C)c21 | 14.3% | -3.5% | -4.0% | -15.3% | x | -0.4 | -10.3% | 0.1% | 7.2%
COc1ccc(Cn2c(C(=O)O)c(CNCCc3ccccc3Cl)c3ccc(C)cc32)cc1 | 27.3% | -0.4% | -6.3% | -29.3% | x | -0.4 | -3.6% | -7.2% | -19.3%
COc1ccc2[nH]c3c(c2c1)CCN(C(=O)c1cccc(Cl)c1)C3c1ccc(F)cc1 (stereo not drawn) | -5.0% | -4.2% | -11.4% | -11.5% | x | 0.6 | -1.1% | -5.8% | -6.5%
COc1cc(C2CC(=O)NC3=C2C(=O)CC(C)(C)C3)ccc1O (stereo not drawn) | -12.5% | -8.4% | -0.2% | 21.5% | -4.9% | 0.8 | 0.7% | -5.6% | -3.2%
NNC(=O)c1ccc(N2CCc3ccccc32)c([N+](=O)[O-])c1 | 38.9%[activator] | -7.0% | -5.2% | 0.2% | -4.1% | 0.2 | 6.1% | u | -4.2%
COc1ccc(S(=O)(=O)c2cn(C)c3ccc(C)cc3c2=O)cc1 | 49.6%[activator] | 0.6% | -0.1% | -14.7% | x | -0.8 | -1.6% | -16.0% | -6.5%
O=C(NC1CCCCC1)c1ccc(CNc2nc(=S)[nH]c3ccccc23)cc1 | 96.7%[activator] | -7.1% | -1.6% | 37.2%[activator] | 16.7% | 1.2 | -1.6% | -9.0% | 2.0%
CCc1cccc(C)c1NC(=O)CN1C(=O)c2cccc3cccc1c23 | 6.7% | -2.1% | -2.0% | -24.1% | x | 1.1 | 0.6% | 114.1%[activator] | -6.1%
CCOC(=O)N1CCC(NC(=O)CN2C(=O)CCSc3ccccc32)CC1 | 7.2% | 5.5% | -2.1% | 7.2% | 3.2% | 0.3 | -6.2% | 1.6% | 11.5%
Oc1c(Cl)cc(CN2CCCCC2)c2cccnc12 | x | x | 0.0% | x | 26.2% | 0.6 | 15.3% | -11.8% | x
COc1ccc(S(=O)(=O)Oc2ccc3c(c2)O/C(=C\c2cccnc2)C3=O)cc1 | 30.6%[activator] | -4.6% | -2.3% | -6.2% | 4.3% | 0.2 | -1.2% | -9.0% | 13.4%
COc1cc(C(=O)NNC2=CC(=O)CC(C)(C)C2)cc(OC)c1OC | 1.3% | -10.0% | 2.5% | -6.8% | 1.0% | 0.1 | 15.2% | -4.8% | -18.7%
COc1ccc(NC(=O)c2cc(SC)ccc2Cl)cc1 | 15.4% | 9.3% | -3.2% | -20.1% | 1.6% | -1.0 | 4.6% | -0.7% | 9.1%
CC1(C)CNC(=O)C=C(c2ccccc2)C1 | 21.7% | x | -2.2% | 6.0% | 5.1% | -0.4 | 11.2% | -13.9% | 1.8%
CC(=O)Nc1ccc(C(=O)N2CCN(S(=O)(=O)c3ccc4c(c3)OCCCO4)CC2)cc1 | 1.4% | -9.3% | x | 9.8% | 7.3% | 0.3 | x | x | -7.4%
CCOc1ccccc1OCCCOc1ccc([N+](=O)[O-])cc1Cl | -2.1% | -7.1% | -3.1% | -8.9% | -4.6% | -0.6 | 2.2% | u | -13.2%
CS(=O)(=O)Nc1ccc2c(c1)nc1n2CCOC1 | u | -6.5% | -0.5% | -23.7% | 1.6% | 0.2 | u | -5.7% | 10.6%
Cc1ncn(-c2ccc(C(=O)Oc3ccccc3)cn2)n1 | 47.6%[activator] | -3.5% | -1.8% | -9.4% | 0.2% | 0.3 | 13.2% | -5.2% | 4.7%
CC(=O)Nc1ccc(S(=O)(=O)N2CCN(CC(=O)NC3CCCC3)CC2)cc1 | 5.1% | -7.6% | -3.6% | u | 14.5% | 0.8 | 5.5% | -12.5% | 10.1%
COc1cccc(C2NC(=O)c3n[nH]c(-c4cccs4)c32)c1 (stereo not drawn) | 2.4% | -4.9% | 0.8% | -22.2% | x | -0.8 | 14.7% | -11.0% | 3.4%
O=C(COc1ccc(Br)cc1)N1CCCCCC1 | -12.8% | 10.5% | -1.0% | 3.0% | -2.4% | -0.5 | 21.9% | u | 0.7%
Cc1cccc(N2CCN(C(=O)c3cc(S(=O)(=O)N4CCOCC4)cn3C)CC2C)c1 (stereo not drawn) | -0.4% | -0.8% | -2.2% | 26.6% | -13.3% | 0.1 | -10.9% | -6.2% | -9.4%
CC1CCc2sc3c(c2C1)c(=O)n(CC(=O)O)c(=O)n3Cc1ccc(Cl)cc1 (stereo not drawn) | u | 4.8% | -3.7% | u | -7.0% | 0.2 | 2.2% | -2.9% | 9.1%
O=C(Nc1ccc(Cl)cc1)Nc1ccc(N2CCOCC2)cc1 | 8.8% | 8.5% | -1.9% | 0.0% | -0.5% | 1.6 | -27.5% | 7.2% | 0.8%
Cn1c(=O)c2ccccc2n(Cc2ccccc2F)c1=O | -0.8% | -1.1% | -8.7% | 22.4% | -4.9% | -0.8 | 4.0% | -21.8% | -13.5%
CCN1C=C(Cc2ccc(F)cc2)C2=C(C1)C(c1ccc(F)cc1)C(C#N)=C(N)O2 (stereo not drawn) | u | 5.7% | -9.6% | u | -0.8% | 0.2 | -13.3% | -5.1% | -12.3%
O=C(COC(=O)C1CCN(/C=C/C(=O)C(F)(F)F)CC1)Nc1cccc(F)c1 | 191.5%[activator] | -0.7% | -3.3% | -28.3% | 1.5% | 1.9 | 2.1% | -16.9% | -7.1%
Cc1ccsc1CCN1C(=O)N(c2ccc(F)cc2)C(=O)C1CC(=O)Nc1ccccc1 (stereo not drawn) | 30.2% | 2.4% | -5.5% | 3.6% | x | 0.3 | 1.2% | -1.2% | -9.3%
Nn1c(SCC(=O)Nc2ccccc2)nnc(Cc2ccccc2)c1=O | -0.1% | -2.5% | x | -1.6% | 8.2% | 0.0 | x | x | -18.1%
O=C(N/N=C/c1ccc(OCc2ccccc2)cc1)c1ccco1 | u | 1.6% | -10.0% | 0.0% | -0.3% | -0.4 | 1.7% | -10.2% | -8.5%
COc1cc(C(CCN2CCCC(C)C2)c2c(OC)cc(OC)c3c(-c4ccccc4)cc(=O)oc23)cc(OC)c1OC (stereo not drawn) | 8.5%&2.5% | 0.7% | -10.5%&3.0% | x | 0.2%&5.3% | 0.7 | 4.5% | u | -25.7%&-5.1%
CCN(CC(=O)Nc1c(F)cccc1F)C(=O)COc1ccc2c(C)cc(=O)oc2c1 | 122.3%[activator] | 6.1% | -0.9% | 0.0% | 5.0% | 0.6 | 9.5% | -5.2% | -15.9%
Cc1cc(C)nc(NC(=O)C(c2ccccc2)c2ccccc2)c1 | 2.2% | -3.4% | -6.0% | -14.4% | -1.8% | 0.1 | 8.3% | 4.2% | -7.6%
COc1cccc(-c2cncnc2NCc2cnc(C)cn2)c1 | x | x | 0.9% | u | 1.0% | x | x | x | 5.7%[60.1 µM]

4 compounds drawn at random from the list so far, as already listed:
SMILES | POLI inh | ERG-DNA inh | BLM inh | ALOX12 inh | APEX1 inh | TRHR ag | POLB inh | Apoferritin bind | POLK inh
O=C(COC(=O)C1CCN(/C=C/C(=O)C(F)(F)F)CC1)Nc1cccc(F)c1 | 191.5%[activator] | -0.7% | -3.3% | -28.3% | 1.5% | 1.9 | 2.1% | -16.9% | -7.1%
CCN(CC(=O)Nc1c(F)cccc1F)C(=O)COc1ccc2c(C)cc(=O)oc2c1 | 122.3%[activator] | 6.1% | -0.9% | 0.0% | 5.0% | 0.6 | 9.5% | -5.2% | -15.9%
Cn1c(=O)c2ccccc2n(Cc2ccccc2F)c1=O | -0.8% | -1.1% | -8.7% | 22.4% | -4.9% | -0.8 | 4.0% | -21.8% | -13.5%
Cc1ccsc1CCN1C(=O)N(c2ccc(F)cc2)C(=O)C1CC(=O)Nc1ccccc1 (stereo not drawn) | 30.2% | 2.4% | -5.5% | 3.6% | x | 0.3 | 1.2% | -1.2% | -9.3%
